# D3 antag: blocks the human D3 dopamine receptor | P35462 | D3R cells, DiscoveRx beta-arrestin luminescence, antagonist mode; stronger effect = lower value | max response, negative = inhibition, % | 360,000 tested, 2.5% active; in the data active = max response below about -50%; inconclusive = no clear call, values can overlap the other calls; note: % is set by controls: 0 for no effect and ±100 for the full control effect; mostly tested at two doses, the higher about 12 µM
# Target sequence (P35462 whole entry, looked up): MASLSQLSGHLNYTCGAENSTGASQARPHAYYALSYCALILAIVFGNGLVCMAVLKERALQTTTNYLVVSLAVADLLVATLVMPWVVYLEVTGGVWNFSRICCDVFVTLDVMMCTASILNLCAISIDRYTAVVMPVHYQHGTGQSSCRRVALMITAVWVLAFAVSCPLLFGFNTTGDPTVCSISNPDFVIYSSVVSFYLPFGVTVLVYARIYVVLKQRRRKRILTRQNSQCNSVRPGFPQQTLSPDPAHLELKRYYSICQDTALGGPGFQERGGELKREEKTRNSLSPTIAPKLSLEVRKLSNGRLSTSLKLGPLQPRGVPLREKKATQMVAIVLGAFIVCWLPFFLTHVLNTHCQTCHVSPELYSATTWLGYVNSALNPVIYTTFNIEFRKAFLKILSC
#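 Cells expressing the human receptor were seeded at 1500 cells/well, incubated overnight at 37 degrees C in 5% CO2, then exposed to library compounds with dopamine controls for 90 minutes at 37 degrees C before luminescent detection.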
# HEK293 tox: cytotoxicity in counter-screen for GLP-1R inverse agonists; HEK293 cAMP-luciferase reporter cells, luminescence, 24 h; Potency, µM (series often up to 38.3 µM), inactives show at the top dose activity change, negative = inhibition, usual class: inhibitors; AID 624418; 410,000 tested, 0.13% active;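 note: loss of luciferase light is scored as toxicity; potency is the fitted concentration of half-maximal effect; % is set by controls: 0 for no effect and ±100 for the full control effect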
#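 MLSMR compounds, 24 hr on cells at 37 deg C/5% CO2; luminescence after luciferase reagent (12 min RT). Inhibition counted as the undesired cytotoxic outcome.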
# aSyn yeast inh: rescues yeast growth from alpha-synuclein toxicity | Yeast expressing alpha-synuclein, growth rescue, BacTiter-Glo, 24 h | Potency, µM (doses to about 46.1 µM), inactives show at the top dose growth rescue (activation), hits mostly activators | 370,000 tested, 0.14% active | AID 652106; note: potency is the fitted concentration of half-maximal effect; % of control where 0% means no effect; nearly all actives have a fitted effect of over 65% in size
#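 Galactose-induced alpha-syn yeast (OD600=0.02, raffinose-pregrown) + pinned cpd, 24 hr, 30 deg C; growth by BacTiter-Glo luminescence. Growth restoration scores as activation.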
# PTHR1 ag: activates the human parathyroid hormone receptor PTHR1; HEK293 GP2 PTHR1 cells, GloSensor cAMP luminescence, 1 h; AID 743266; Q03431; 410,000 tested, 0.075% active; Potency, µM (doses to about 115 µM), inactives show at the top dose activation, usual class: activators; note: potency is the fitted concentration of half-maximal effect; nearly all actives have a fitted effect of over 55% in size; some results filed as inactive show a strong effect at the top dose; inactives centre near -15; many of its hits are not listed in these tables
# Target sequence (Q03431 whole entry, looked up): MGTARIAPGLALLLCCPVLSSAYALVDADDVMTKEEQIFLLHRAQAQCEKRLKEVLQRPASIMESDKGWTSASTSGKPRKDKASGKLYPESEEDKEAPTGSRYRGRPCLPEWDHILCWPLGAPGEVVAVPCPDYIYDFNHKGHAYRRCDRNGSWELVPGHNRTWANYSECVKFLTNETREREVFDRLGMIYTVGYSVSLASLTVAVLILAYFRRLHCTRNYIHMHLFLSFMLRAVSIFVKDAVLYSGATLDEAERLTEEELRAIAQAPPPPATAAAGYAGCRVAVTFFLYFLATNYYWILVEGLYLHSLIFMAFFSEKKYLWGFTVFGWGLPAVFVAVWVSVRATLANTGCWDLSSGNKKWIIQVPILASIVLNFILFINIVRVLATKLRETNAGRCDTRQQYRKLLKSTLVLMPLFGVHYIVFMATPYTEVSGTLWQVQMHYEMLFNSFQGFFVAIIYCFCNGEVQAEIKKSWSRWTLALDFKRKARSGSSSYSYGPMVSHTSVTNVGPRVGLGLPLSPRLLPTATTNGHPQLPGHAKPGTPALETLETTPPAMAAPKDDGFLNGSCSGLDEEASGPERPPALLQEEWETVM
#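 HEK-293-derived GP2 cells expressing PTHR1 and a GloSensor cAMP reporter, 3,000/well, plated overnight, given luciferin plus IBMX (each 0.5 mM as added) for 1 h at 37 °C, then compound for 1 h at 37 °C. Luminescence was read after 15 min at room temperature.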
# KB-V1 MDR tox: KB-V1 MDR subline cytotoxicity; KB-V1 MDR cells viability, CellTiter-Glo, 72 h; Potency, µM (titrated, usually from 46.1 µM), without a hit: at the highest dose activity change, negative = cytotoxicity, most hits filed as cytotoxic; 400,000 tested, 3.4% active; AID 1347076; note: potency is the fitted concentration of half-maximal effect; % is set by controls: 0 for no effect and ±100 for the full control effect; nearly all actives have a fitted effect of over 60% in size
#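 KB-V1 cells (P-gp-expressing MDR subline of KB-3-1) in phenol-red-free DMEM with 10% FBS were exposed to library compounds over a concentration series for 72 h at 37 degrees C. Viability read by CellTiter-Glo luminescence; concentration-effect curves fitted after normalization.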
# GLP-1R inv ag: inverse agonists of human GLP-1 receptor; AID 624417; Potency, µM (highest dose often 38.3 µM), inactives show top-dose activity change, negative = inhibition, usual class: inhibitors; P43220; 410,000 tested, 1.6% active; HEK293 GLP-1R CRE-luciferase, luminescence, 24 h; GLP-1R form is constitutively active; note: potency is the fitted concentration of half-maximal effect; % is set by controls: 0 for no effect and ±100 for the full control effect; nearly all actives have a fitted effect of over 55% in size
#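 Using stably transfected HEK293 (constitutively active GLP-1R, cAMP-luciferase reporter), compounds were incubated 24 hr and luciferase measured by luminescence.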
# GLP1R ag: agonists of human GLP-1 receptor | 380,000 tested, 0.007% active | HEK293 GLP-1R CRE-luciferase, luminescence, 4-6 h; cells express a hypersensitive GLP-1R form | P43220 | Potency, µM (titrated, usually from 45.6 µM), without a hit: top-dose activation, usual class: activators; note: potency is the fitted concentration of half-maximal effect; % of control where 0% means no effect
# TDP43 rescue: rescues yeast growth from TDP-43 toxicity. TDP-43 expressing yeast growth rescue, BacTiter-Glo, 24 h. Potency, µM (doses to about 46.1 µM), for the others: at the top dose growth rescue (activation), hits mostly activators. 410,000 tested, 1.8% active; note: potency is the fitted concentration of half-maximal effect; % of control where 0% means no effect; nearly all actives have a fitted effect of over 50% in size
#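 Cell-based yeast growth screen: TDP-43 expression induced in galactose, inoculum OD600=0.02 after raffinose pregrowth to mid-log. Read-out BacTiter-Glo luminescence at 24 hr, 30 deg C; inhibition of toxicity seen as signal increase.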
# DRD3 agonist: D3 dopamine receptor (human) agonism. D3R DiscoveRx beta-arrestin cells, luminescence, 90 min. P35462. AID 652048. max activation, %. 410,000 tested, 0.58% active; in the data active = max activation above about 30%; note: 0% is about no effect; mostly tested at two doses, the higher about 12 µM
#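 Cells at 1500/well, incubated overnight, then treated with pinned compounds (dopamine as control) for 90 min at 37 degrees C. DiscoveRx reagent added for 30 - 60 minutes at room temperature; luminescence read.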
# Numbers without * were called inactive; i = inactive; ? = inconclusive; · = no result given; [ ] = another dose, or the depositor's remark. Unless noted, calls come from the whole dose curve; as a rule, active = well fitted curve in the direction sought with a large enough effect; inconclusive = small, poorly fitted or top-dose-only effect, or another doubt; inactive = no such curve, though single readings can be large; an effect the other way counts as inactive or inconclusive.
SMILES	D3 antag	HEK293 tox	aSyn yeast inh	PTHR1 ag	KB-V1 MDR tox	GLP-1R inv ag	GLP1R ag	TDP43 rescue	DRD3 agonist
CCCN(CCC)C(=O)Cc1coc2ccc3ccccc3c12	-6	-9%	11%	i	?	8.9µM*	1%	-18%	-1
CCC(=O)c1ccc(N2CCCCCC2)c(F)c1	15	-3%	1%	-29%[57.5 µM]	7%	-11%	4%	21%	5
O=C(CN(C(=O)CCC(=O)Nc1nccs1)c1ccc2c(c1)OCO2)NCc1ccc(F)cc1	-18	-2%	2%	-24%	-3%	-1%	14%	-9%	-22
COc1cccc(N2CCN(c3ccc4nnc(CCC(=O)Nc5cccc(C(C)=O)c5)n4n3)CC2)c1	16	-14%	3%	-3%	?	-7%	4%	14%	4
O=C(Nc1cccnc1)c1ccc(NS(=O)(=O)c2cc([N+](=O)[O-])ccc2Cl)cc1	-13	-4%	-2%	-43%[inhibitor]	9%	20%	-4%	8%	-4
O=C(NC(NC(=S)Nc1c(Cl)cc(Cl)cc1Cl)C(Cl)(Cl)Cl)OCc1ccccc1 (stereo unspecified)	-76*	-29%	-2%	-28%	12µM*	?	-29%	?	1
CCCCCn1c(CCCNC(=O)c2cccc(C)c2)nc2ccccc21	·	?	·	-64%	-22%	?	·	35µM*	8
O=c1c2sc3ccccc3c2n(Cc2ccc(F)cc2)c(=O)n1Cc1ccco1	·	3%	·	-46%[inhibitor]	26%	5%	-1%	9%	-8
COc1ccccc1NC(=O)c1ccccc1NS(=O)(=O)c1cccs1	0	-11%	-32%[inhibitor]	-25%	0%	?	-1%	·	23
CC1CCC(NC(=O)c2cc(Cl)nc3ccccc23)CC1 (stereo unspecified)	1	-1%	-1%	i	1%	3%	-3%	15%	-2
O=C(c1ccc(S(=O)(=O)Nc2ccccc2F)cc1)N1CCN(c2ccccc2O)CC1	27	-10%	9%	-2%	?	7%	1%	-16%	6
Cc1ccccc1OCCSc1nc(N(C)C)nc(N(C)C)n1	18	0%	0%	-6%	-5%	2%	13%	-8%[9.22 µM]	5
CC(C)C(=O)N1CCCC1(C)C(=O)Nc1cccc(Oc2ccccc2)c1 (stereo unspecified)	-14	6%	0%	-11%	-1%	19%	1%	13%	-15
Cn1c(=O)c([N+](=O)[O-])c(N2CCSCC2)c2ccccc21	0	-19%	5%	-30%	-19%	0%	8%	16%	12
CCN1CCN(c2ccc(N3CCN(S(=O)(=O)c4ccc(C)c([N+](=O)[O-])c4)CC3)nn2)CC1	-24	-7%	-5%	-25%	12%	1.6µM*	-2%	6%	-26

# Overlap with the part before: three compounds, followed by the next part.
SMILES	D3 antag	HEK293 tox	aSyn yeast inh	PTHR1 ag	KB-V1 MDR tox	GLP-1R inv ag	GLP1R ag	TDP43 rescue	DRD3 agonist
CC(C)C(=O)N1CCCC1(C)C(=O)Nc1cccc(Oc2ccccc2)c1 (stereo unspecified)	-14	6%	0%	-11%	-1%	19%	1%	13%	-15
Cn1c(=O)c([N+](=O)[O-])c(N2CCSCC2)c2ccccc21	0	-19%	5%	-30%	-19%	0%	8%	16%	12
CCN1CCN(c2ccc(N3CCN(S(=O)(=O)c4ccc(C)c([N+](=O)[O-])c4)CC3)nn2)CC1	-24	-7%	-5%	-25%	12%	1.6µM*	-2%	6%	-26
O=C(NCCCn1ccnc1)c1ccc(S(=O)(=O)N2CCOCC2)cc1	10	11%[0.307 µM]	-1%	i	9%	-2%[0.307 µM]	-4%	12%	6
COc1cc2c(cc1OC)CN(c1ccc([N+](=O)[O-])cc1C#N)CC2	-18	?	0%	-40%[inhibitor]	-9%	-15%	22%	?	-1
Cc1ccc(/C=C/c2onc(C)c2S(=O)(=O)N2CCC(C(=O)Nc3ccc(Br)c(C)c3)CC2)cc1	·	-9%	·	-24%	-11%	-9%	1%	7%	-5
CC(=O)Nc1ccc(S(=O)(=O)NC2C3(C)CCC(C3)C2(C)C)cc1 (stereo unspecified)	6	5%	0%	-10%	0%	-9%	4%	-4%	0
COc1cccc(CNC(=O)c2ccc3nc(N4CCCCC4)sc3c2)c1OC	·	-10%	·	-90%[inhibitor]	-18%	4%	·	17%	2
COc1cc(-c2nc3ccccn3c2/N=C/c2cc(OC)c(OC)c(OC)c2)ccc1O	29	4%	-2%	-13%	-16%	33%[activator]	2%	8%	5
CCN(CCCNC(=O)CCCN1C(=O)COc2ccc(C)cc21)c1cccc(C)c1	-21	-27%	1%	-24%	12µM*	-22%	18%	0%	25
CCOC(=O)c1sc(=S)n(-c2ccc(F)c(F)c2)c1N	5	6%	-13%	i	12%	-9%	-12%	-2%	-2
CC1(C)Cc2c(sc(NC(=O)C(=O)N3CCN(CCO)CC3)c2C(N)=O)CO1	3	3%	2%	i	19%	-10%	0%	18%	1
Cn1c(=O)n(C)c2cc(NS(=O)(=O)c3ccccc3)c(NCc3ccccc3)cc21	·	-12%	·	-9%	-8%	9%	·	16%	14
CCC1Oc2ccc(C)cc2N(CC(=O)NCc2ccccc2OC)C1=O (stereo unspecified)	10	0%	-5%	-3%[57.5 µM]	0%	-1%	-3%	-4%	1
CCC1(C)CN=C(c2ccccc2)NC1 (stereo unspecified)	11	-2%	0%	i	18%	12%	-5%	-2%	3
Cn1c(=O)c2c(nc(CN3CCOCC3)n2CCN2CCOCC2)n(C)c1=O	10	2%	-1%	-30%[57.5 µM]	-13%	0%	-3%	-6%	7
CCOc1nc(S(=O)(=O)c2ccc(C)cc2)c(Cl)s1	10	8%	1%	i	0%	0%	6%	3%	-10
COc1ccc(NC(=S)NC23CN4CN(CN(C4)C2)C3)cc1	0	-10%	0%	-17%	5%	-1%	-4%	-6%	5
CC(C)(C)c1nc(NC(=O)Nc2ccccc2)sc1Br	17	-16%	-18%	-44%[inhibitor]	?	?	-3%	11%	1
O=C1CC(c2ccccc2)CN1C(=O)c1ccccc1 (stereo unspecified)	?	-2%	3%	i	17%	4%	1%	-5%	-7
Cc1ccc(-c2nn(-c3ccccc3)cc2NC(=O)c2ccccc2)cc1	14	45%[activator]	-10%	-14%	-8%	?	16%	6%	-13
O=C1NC[C@H](Cc2ccc(O)cc2)N(C[C@@H]2CCCN2C[C@H](Cc2ccccc2)N2C[C@H](Cc3ccccc3)N(CCc3ccccc3)C(=O)C2=O)C1=O	-9	-7%	5%	?	-5%	-3%	-1%	12%	-5
Clc1ccc(C=NC23CN4CN(CN(C4)C2)C3)cc1	-3	3%	1%	i	5%	14%	-14%	5%	2
O=C(CSc1nc(O)cc(=O)n1-c1ccccc1)Nc1ccccn1	13	-7%	-1%	-9%	?	127%[activator]	10%	-3%	2
O=C(CCCO)N/N=C/c1cc(Br)ccc1O	?	12%	-9%	i	?	-25%	-6%	-36%[inhibitor]	-10
Cc1ccc(N(CN2C(=O)c3ccccc3C2=O)C(=O)c2ccc([N+](=O)[O-])cc2[N+](=O)[O-])cc1	3	-8%	18%	-19%	16%	0%	-3%	20%	-1
CC(=O)Nc1cccc(-c2cc(-c3c(Cl)cccc3Cl)no2)c1	-9	-4%	-36%[inhibitor]	-5%	-12%	?	10%	-76%[inhibitor]	-4
COc1ccc(OC)c(S(=O)(=O)N2CCC3(CC2)OCCN3S(=O)(=O)c2ccccc2)c1	18	-2%	14%	i	0%	8%	8%	2%	4
COc1ccc(C(=O)C2CCCN(C(=O)/C=C/c3cnc[nH]3)C2)c(C)c1 (stereo unspecified)	2	-9%	10%	0%	4%	4%	5%	19%	1
CCOC(=O)C1CCCN(C(=O)c2cc(=O)c3ccccc3o2)C1 (stereo unspecified)	2	-4%	2%	-22%	8%	13%	-1%	13%	0
O=C(Nc1ccc2c(c1)OCCO2)C(C1CC1)N1CCN(c2ccc(C(F)(F)F)cn2)CC1 (stereo unspecified)	0	-26%	6%	-23%	-5%	?	-5%	?	0
CC(=O)Nc1cccc(NC(C)=O)n1	10	13%	-3%	-2%[57.5 µM]	?	7%	2%	-7%	1
COc1ccc(S(=O)(=O)N2CCC(C(=O)NCCC(=O)Nc3ccc(Cl)cc3)CC2)cc1	0	-7%	0%	11%	10%	17%	3%	4%	-6
CCC(C)NC(=O)c1c(N)n(/N=C/c2cccnc2)c2nc3ccccc3nc12 (stereo unspecified)	34	5%	4%	i	?	-4%	1%	14µM*	6
COc1ccc(CNC(=O)CSc2nc3ccccc3nc2Cc2ccccc2OC)cc1	·	0%	·	i	·	-2%	·	5%	6
Cc1cc(C(=O)N2CCN(C/C=C/c3ccccc3)CC2)no1	?	-1%	-3%	i	?	4%	6%	-10%	8
S=C(NCc1ccncc1)Nc1ccc(Cl)cc1	23	-8%	2%	-19%	?	16%	-1%	7%	-2
COc1cc2[nH]c(=S)nc(NCCc3ccc(S(N)(=O)=O)cc3)c2cc1OC	-1	1%	5%	-25%	?	20%	-1%	-4%	-4
Cc1ccc2cc(CCNC(=O)c3cc4ccccc4o3)c(=O)[nH]c2c1C	7	-16%	-1%	-95%[inhibitor]	-2%	-7%	7%	20%	19
CCc1ccccc1Nc1nn2c(=O)c3ccc(C(=O)NCCCOC(C)C)cc3nc2s1	·	1%	·	-8%	·	?	·	23%	-12
Cc1ccccc1-n1nnc2c(=O)oc3ccccc3c21	-23	?	23%	i	-18%	?	-23%	16%	2
Cc1c(C(=O)NCCC#N)sc(=O)n1Cc1ccc(C(=O)N(C)C)cc1	12	2%	-9%	-19%	1%	65%[activator]	-5%	13%	-5

# A portion of the library; count on the stated rates, not on these rows.
